Screening data as filed in PubChem BioAssay.
TRPC4 potent – positive allosteric modulators of TRPC4, primary screen, cell-based, mouse TRPC4beta, HEK293 mu-opioid, Fluo-4 calcium. B-score at 10 µM. AID 2227, 2009. 310,000 tested, 0.42% active. DAMGO EC20, Fluo-4 Ca2+ flux; hits give high values;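 active = B-score of calcium response area above 5 SD of library B-scores, with initial fluorescence ratio within 5 SD of library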;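 also: B-score of integrated fluorescence ratio over time as area under calcium response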
MrgX1 antagonist – antagonists of human MrgX1 receptor, primary screen, HEK293 cells, Fluo-4 calcium flux; 310,000 tested, 1.3% active; BAM8-22 antagonism; hits give low values; B-score at 10 µM;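 active = calcium-response B-score plate-corrected more than 3 library SD below zero, starting fluorescence within 5 deviations, no agonist response on first addition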;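 also: peak minus trough fluorescence over baseline after final BAM8-22 challenge near maximal dose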
ANO1 activ – TMEM16A chloride channel activators or potentiators, primary screen, cell-based, HTS. Anoctamin-1 (Mus musculus), Q8BHY3. HEK293 TMEM16A/YFP-H148Q/I152L, iodide quench fluorescence; hits give low values. B-score at 10 µM. 340,000 tested, 0.3% active. AID 623877, 2012;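 active = fluorescence-ratio B-score plate-corrected deviation score at least 3 library SD below zero, with starting fluorescence score within 5 deviations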;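 also: channel opened by trigger with iodide after compound preincubation; score built on the fluorescence ratio of max minus min over baseline; more negative score means more quench and so TMEM16A activation or potentiation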
TRPC4 inh – inhibitors of mouse TRPC4 channel, primary screen, Fluo4 calcium, HEK293 TRPC4beta/mu-opioid cells; Short transient receptor potential channel 4 (Mus musculus), Q9QUQ5; DAMGO-evoked Fluo4 calcium flux; hits give low values; B-score at 10 µM; 300,000 tested, 0.39% active; AID 2247, 2010;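 active = B-score over 3 SD under the library average, no early fluorescence shift, positive overall ratio signal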
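Assay system: Stable TRPC4beta/mu-opioid receptor HEK293 cells | Reagent: DAMGO in two steps, submaximal then maximal | Compound dosing: Single concentration per test compound | Signal: Fluo4 Ca2+ flux fluorescence | Evaluation: Per-well B score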
RGS4 block – RGS4 inhibitors, primary screen, cell-based, HEK293 M3R inducible RGS4, calcium flux | Regulator of G-protein signaling 4 (Homo sapiens), P49798 | Fluo-4 calcium flux; hits give high values; triggered by carbachol at its EC20 | B-score at 10 µM | 310,000 tested, 0.45% active;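 active = B-score, a plate-corrected calcium signal, over three deviations above library mean, with baseline fluorescence within five deviations of library mean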;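 also: RGS4 expression induced by doxycycline in cells with stable M3 receptor; B-score is computed from the integrated fluorescence ratio over baseline after carbachol; higher B-score means a larger calcium signal and so more RGS4 inhibition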
Target sequence (P49798 whole entry, looked up): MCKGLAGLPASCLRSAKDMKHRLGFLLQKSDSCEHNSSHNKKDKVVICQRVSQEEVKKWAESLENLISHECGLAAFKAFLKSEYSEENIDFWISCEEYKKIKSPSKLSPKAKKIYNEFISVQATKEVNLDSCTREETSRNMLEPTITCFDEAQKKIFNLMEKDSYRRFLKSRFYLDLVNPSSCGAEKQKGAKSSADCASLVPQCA
MrgX1 allo act – positive allosteric modulators of MrgX1, primary screen, HEK293 cells, Fluo-4 calcium flux; Mas-related G-protein coupled receptor member X1 (Homo sapiens), Q96LB2; AID 588675, 2011; 310,000 tested, 0.63% active; B-score at 10 µM; FDSS; hits give high values;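 active = plate-corrected calcium response at least 3 library SD above typical, normal starting fluorescence, not activating the receptor alone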;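 also: compound read alongside a low EC10 to EC30 dose of BAM8-22 agonist; peak minus trough fluorescence over baseline measured at the second addition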
TRPC4 agonist – activators of mouse TRPC4 channel, primary screen, Fluo4 calcium, HEK293 TRPC4beta/mu-opioid cells; Short transient receptor potential channel 4 (Mus musculus), Q9QUQ5; Fluo4 calcium fluorescence; hits give high values; B-score at 10 µM; 310,000 tested, 0.49% active;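 active = B-score above 5 SD of library B-scores, and initial fluorescence ratio not above library mean plus 5 SD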;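 also: positive B-score marks a calcium rise read as TRPC4 activation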
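Technique: kinetic Fluo4 calcium fluorescence; Test system: TRPC4beta and mu-opioid receptor HEK293 stable cells; Measure: B-scored integrated calcium fluorescence ratio; Benchmarks: low control buffer alone, high control maximal DAMGO; Schedule: 45 min room-temperature Fluo4 loading, 110 s read.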
TRPC6 act – mouse TRPC6 channel activators, primary screen, cell-based, HEK293, membrane potential dye; Short transient receptor potential channel 6 (Mus musculus), Q61143; HEK293-TRPC6 membrane potential dye fluorescence; hits give high values; B-score at 10 µM; 310,000 tested, 0.13% active;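 active = B-score of the integrated fluorescence ratio above library mean plus 3 SD, and starting fluorescence ratio within library mean plus 5 SD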;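 also: higher score means more depolarization so channel activation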
Target sequence (Q61143 whole entry, looked up): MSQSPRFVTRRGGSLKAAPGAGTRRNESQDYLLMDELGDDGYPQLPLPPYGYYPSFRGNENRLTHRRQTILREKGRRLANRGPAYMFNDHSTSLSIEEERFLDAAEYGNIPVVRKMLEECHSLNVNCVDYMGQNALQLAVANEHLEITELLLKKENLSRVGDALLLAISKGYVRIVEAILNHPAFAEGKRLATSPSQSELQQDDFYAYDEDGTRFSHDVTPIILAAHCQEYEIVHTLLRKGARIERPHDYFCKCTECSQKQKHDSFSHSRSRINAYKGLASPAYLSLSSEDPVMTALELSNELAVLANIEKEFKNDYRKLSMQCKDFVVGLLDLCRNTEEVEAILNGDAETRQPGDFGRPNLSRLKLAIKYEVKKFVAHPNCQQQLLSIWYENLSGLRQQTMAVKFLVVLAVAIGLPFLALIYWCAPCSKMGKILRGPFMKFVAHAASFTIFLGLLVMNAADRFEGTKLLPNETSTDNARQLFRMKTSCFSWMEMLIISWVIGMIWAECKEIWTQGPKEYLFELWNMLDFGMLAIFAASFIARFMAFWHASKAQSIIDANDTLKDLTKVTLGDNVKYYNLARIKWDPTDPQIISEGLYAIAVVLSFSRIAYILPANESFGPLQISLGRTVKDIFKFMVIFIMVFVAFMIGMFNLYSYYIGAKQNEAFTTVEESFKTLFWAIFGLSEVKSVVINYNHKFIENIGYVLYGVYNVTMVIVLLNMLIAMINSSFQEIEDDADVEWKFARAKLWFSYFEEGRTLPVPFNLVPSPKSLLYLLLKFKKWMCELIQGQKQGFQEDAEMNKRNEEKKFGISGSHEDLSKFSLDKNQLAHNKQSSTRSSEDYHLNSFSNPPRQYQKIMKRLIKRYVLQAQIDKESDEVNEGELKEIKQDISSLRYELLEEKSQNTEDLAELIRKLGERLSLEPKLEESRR
TRPC6 inhibitor – mouse TRPC6 channel inhibitors, primary screen, cell-based, HEK293, membrane potential dye; ACh-evoked depolarization; hits give low values; B-score at 10 µM; 310,000 tested, 1.1% active; AID 2553, 2010;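 active = B-score under library mean minus 3 SD, initial fluorescence not abnormally high, positive integrated signal ratio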;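 also: B-score derived from integrated fluorescence ratio over the kinetic read; more negative B-score means stronger inhibition of depolarization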
ANO1 block – TMEM16A chloride channel inhibitors, primary screen, cell-based, HTS; HEK293 TMEM16A/YFP iodide influx fluorescence, ionomycin; normalized B-score (activity score, 25-100; higher = stronger inhibition) at 10 µM; 310,000 tested, 1.2% active; AID 588511, 2011;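 active = ratio plate-corrected score three or more library SD toward inhibition, starting fluorescence score within five deviations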;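 also: score derived from kinetic fluorescence span divided by baseline fluorescence per well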
MrgX1 agonist – agonists of human MrgX1 receptor, primary screen, HEK293 cells, Fluo-4 calcium flux | Mas-related G-protein coupled receptor member X1 (Homo sapiens), Q96LB2 | Fluo-4 calcium fluorescence, agonist mode; hits give high values | B-score at 10 µM | 310,000 tested, 0.44% active | AID 588627, 2011;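 active = calcium response B-score plate-corrected fluorescence ratio at least 3 library SD, with starting fluorescence B-score inside 5 SD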
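Material – MrgX1-expressing HEK293 cells · Input – 15,000 cells seeded per well · Dosing – compound as first of three additions · Times – overnight seeding, then 1 h dark dye loading · Measured by – kinetic Fluo-4 NW fluorescence of intracellular calcium · Read-out – B-scored fluorescence response ratio · Benchmarks – positive and negative control wells on each plate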
* hit, by the source's call; i = inactive; · = no result given.

SMILES	TRPC4 potent	MrgX1 antagonist	ANO1 activ	TRPC4 inh	RGS4 block	MrgX1 allo act	TRPC4 agonist	TRPC6 act	TRPC6 inhibitor	ANO1 block	MrgX1 agonist
CN(C(=O)COC(=O)c1ccc(F)c(S(=O)(=O)N2CCOCC2)c1)C1CCS(=O)(=O)C1 (configuration not stated)	i	i	i	i	i	i	i	i	i	i	i
Cc1nc(CNS(=O)(=O)c2ccc3c(c2)CCCC3)cs1	i	i	i	i	i	i	i	i	i	i	i
C=CCn1c(SCC(=O)Nc2ccc(C)cc2C)nnc1-c1cccnc1	i	i	i	i	i	i	i	i	i	i	i
O=C1C2CCCCN2C(=O)N1CCCCN1CCN(c2cccc(Br)c2)CC1 (configuration not stated)	i	i	i	i	i	i	i	i	i	i	i
CCCCC(=O)NC(NC(=O)CCCC)c1ccc(OCC(C)C)c(OC)c1	i	i	i	i	i	i	i	i	i	i	i
Cc1ccc(-c2nnc(SCC(=O)Nc3sc(C)c(C)c3C#N)n2C)cc1	i	i	i	i	i	i	i	i	i	i	i
NC(=O)N/N=C/c1cccc(OCc2ccc(F)cc2)c1	i	i	i	i	i	i	i	i	i	i	i
N=c1oc2ccc([N+](=O)[O-])cc2cc1C(=O)NCc1ccccc1	i	i	i	i	i	i	i	i	i	i	i
CCCCN1C(=O)C(=Nc2cccc3cnccc23)c2ccccc21	20*	i	i	i	i	i	i	i	i	i	i
COc1ccc(CN2CC(C(=O)NCc3cccc(OC)c3)CC2=O)cc1 (configuration not stated)	i	i	i	i	i	i	i	i	i	i	i
CC/C(=N\NC(=O)c1ccc(Br)cc1)c1ccccc1	i	i	i	i	i	i	i	i	i	i	i
CCOC(=O)c1[nH]c(C)c(/C(O)=C2\C(=O)C(=O)N(CCN(C)C)C2c2ccncc2)c1C (configuration not stated)	i	i	i	i	i	i	i	i	i	i	i
O=c1c2c3c(sc2nc2n1CCCCC2)CCCCC3	i	i	i	i	i	i	i	i	i	i	i
COc1ccc(C(=O)NNC(=O)c2cc3ccccc3cc2O)cc1	i	i	i	i	i	i	i	i	i	i	i
O=C(Oc1ccccc1C(=O)N1CCOCC1)c1ccc(F)cc1	i	i	i	i	i	i	i	i	i	i	i
O=C(CSc1nc2ncc(Br)cc2[nH]1)c1ccc([N+](=O)[O-])cc1	i	i	i	i	i	i	i	i	i	i	i
CC(C)=CCN1CCN(Cc2cc(F)ccc2-n2nc(C)cc2C)CC1CCO (configuration not stated)	i	i	i	i	i	i	i	i	i	i	i
COc1ccc(NC(=O)COC(=O)CC2CC3CCC2C3)c([N+](=O)[O-])c1 (configuration not stated)	i	i	i	i	i	i	i	i	i	i	i
Cn1cc(-c2nnnn2-c2ccccc2)c(=O)c2ccccc21	i	i	i	i	i	i	i	i	i	i	i
CNC(=O)/C(=C\c1ccco1)NC(=O)c1ccco1	i	i	i	i	i	i	i	i	i	i	i
COc1ccccc1CCNC(=O)CN1C(=O)NC2(CCCC2)C1=O	i	i	i	i	i	i	i	i	i	i	i
CC(C)(C)NC(=O)NC(=O)COC(=O)C1(C)CC1(Cl)Cl (configuration not stated)	i	i	i	i	i	i	i	i	i	i	i
COc1ccc(-c2nnnn2C)cc1S(=O)(=O)Nc1ccc(C)cc1C	i	i	i	i	i	i	i	i	i	i	i
CCn1c(C(C)NC(=O)c2ccc(C)cc2)n[nH]c1=S (configuration not stated)	i	i	i	i	i	i	i	i	i	i	i
Cc1cc2nc3c(=O)n(CCc4ccccc4)c(=O)[nH]c3nc2cc1N	i	i	i	i	i	i	i	i	i	i	i
O=C(NCc1ccccc1)c1ccc2ccccc2n1	i	i	i	i	i	i	i	i	i	i	i
Cc1ccc(C(=O)NCCCN2CCN(CCCNC(=O)c3ccc(C)cc3)CC2)cc1	i	i	i	i	i	i	i	i	i	i	i
O=C(NCc1ccccc1)C(c1ccco1)N(C(=O)c1ccccn1)c1ccccc1 (configuration not stated)	i	i	i	i	i	i	i	i	i	i	i
C/C=C(\C)C(=O)NCCN1C2=NC[C@H](C)N2C[C@@H]1Cc1ccc(OC)cc1	i	i	i	i	i	i	i	i	i	i	i
Cc1c(C(=O)OC2CCCC2C)[nH]c2c1C(=O)CCC2 (configuration not stated)	i	i	i	i	i	i	i	i	i	i	i
O=C(Nc1ncc(Cc2ccccc2)s1)C1CCCO1 (configuration not stated)	i	i	i	i	i	i	i	i	i	i	i
C=CCOc1c(Br)cc(/C=N/NC(=O)Cc2ccc(C(F)(F)F)cc2[N+](=O)[O-])cc1OC	i	i	i	i	i	i	i	i	i	i	i
Cc1cccc(C(=O)N2CCC(=O)N(C(COCc3ccc(Cl)cc3)Cc3ccccc3)CC2)c1 (configuration not stated)	i	i	i	i	i	i	i	i	i	i	i
C/C(CC(=O)NC(C)(C)C)=N\NC(=O)COc1ccc(C)cc1Br	11*	i	i	i	i	i	i	i	i	i	i
COc1ccc(-c2cn(CCN)c(-c3ccncc3)n2)cc1	·	i	i	·	·	i	·	·	·	i	i
CCn1c(=O)cc(OCC(=O)NCCc2ccc(OC)c(OC)c2)c2ccccc21	i	i	i	i	i	i	i	i	i	i	i
Fc1ccccc1CNc1cc(Cl)cc(Cl)c1	i	i	i	i	i	i	i	i	i	i	i
O=C1CN(C(=O)COC(=O)CCC(=O)c2ccc3c(c2)OCCO3)c2ccccc2N1	i	i	·	i	i	i	i	i	i	i	i
Cc1ccc(CCNC(=O)C2CCC(=O)N2Cc2ccc(F)cc2)cc1 (configuration not stated)	i	i	i	i	i	i	i	i	i	i	i
CCN(CC)S(=O)(=O)c1ccc(NC(=O)C(C)N(c2ccccc2)S(C)(=O)=O)cc1 (configuration not stated)	i	i	i	i	i	i	i	i	i	i	i
Cc1nn(-c2ccccc2)c(N)c1C1(O)C(=O)Nc2ccc([N+](=O)[O-])cc21 (configuration not stated)	i	i	i	i	i	i	i	i	i	i	i
Cc1cc(NC(=O)c2c([N+](=O)[O-])cnn2C)no1	i	i	i	i	i	i	i	i	i	i	i
Cc1ccc(Nc2nc(CSc3nnc(-c4cccnc4)n3-c3ccccc3F)cs2)cc1	i	i	i	i	i	i	i	i	i	i	i
c1ccc(CCCCN2C(Nc3ccccc3)=NC[C@@H]2Cc2ccccc2)cc1	·	i	i	·	·	i	·	·	·	i	i
O=C(Cn1c(=O)sc2ccccc21)Nc1ccc2c(c1)OCCO2	i	i	·	i	i	i	i	i	i	i	i
CN(Cc1ccccc1)C(=O)CC(=O)N(C)Cc1ccccc1	i	i	i	i	i	i	i	i	i	i	i
COc1cc(C(=O)OCC(=O)NC2CCCC2)cc(NC(=O)c2ccco2)c1OC	i	i	i	i	i	i	i	i	i	i	i
CCCn1c(=O)c(-c2ccccc2)c(O)c2ccccc21	i	i	·	i	i	i	i	i	i	i	i
Cc1ccc(C2/C(=C(/O)c3ccccc3)C(=O)C(=O)N2CCN2CCOCC2)o1 (configuration not stated)	i	i	i	i	i	i	i	i	i	i	i
Cc1ccc(-c2nc3ccccc3nc2NN)cc1	i	i	i	i	i	i	i	i	i	i	i
CCOc1ccc(OCC)c(NC(=O)C(NS(=O)(=O)c2ccc3c(c2)oc(=O)n3C)C(C)C)c1 (configuration not stated)	·	i	i	·	·	i	·	·	·	i	i
COc1ccccc1C(=O)C1CCCN(C(=O)c2ccccc2Cl)C1 (configuration not stated)	i	i	i	i	i	i	i	i	i	i	i
O=C1CN(C(=O)CSc2nc3ccccc3c(=O)n2CC2CCCO2)c2ccccc2N1 (configuration not stated)	i	i	i	·	i	i	i	i	i	i	i
COc1ccccc1C(=O)Nc1nnc(SCC(=O)NCc2ccco2)s1	i	i	i	i	i	i	i	i	i	i	i
CC(C)N(C)C1CCN(S(=O)(=O)c2ccc(-c3ccc(=O)[nH]n3)s2)CC1	i	i	i	i	i	i	i	i	i	i	i
O=Cc1c(NCCCN2CCCC2=O)c2ccccc2[nH]c1=O	i	i	i	i	i	i	i	i	i	i	i
O=S(=O)(c1cccc(-c2n[nH]c(=S)o2)c1)N1CCOCC1	i	i	i	i	i	i	i	i	i	i	i
CCOC(=O)/C(C#N)=C1/C=Cc2ccccc2N1CC	i	i	i	i	i	i	i	i	i	i	i
CCn1cc(C(=O)NCCOC)c(=O)c2ccc(C)nc21	i	i	i	i	i	i	i	i	i	i	i
Cc1ccc(C(=O)COc2cc(O)c3c(=O)cc(-c4ccccc4)oc3c2)cc1	i	i	i	i	i	i	i	i	i	i	i

The results go on.
SMILES	TRPC4 potent	MrgX1 antagonist	ANO1 activ	TRPC4 inh	RGS4 block	MrgX1 allo act	TRPC4 agonist	TRPC6 act	TRPC6 inhibitor	ANO1 block	MrgX1 agonist
Cc1csc(=Nc2cccnc2)n1CC1CCCCC1	i	i	i	i	i	i	i	i	i	i	i
Cc1ccc(NS(=O)(=O)c2ccc3c(c2)NC(=O)CO3)cc1C	i	i	i	i	i	i	i	i	i	i	i
Cc1csc2nc(O)c(C(=O)NC3CCCCC3C)c(=O)n12 (configuration not stated)	i	i	i	i	i	i	i	i	i	i	i
Cc1ccc(-c2nn(C)c(=O)c3ccccc23)cc1CNC(=O)Cn1nc(-c2ccccc2)c2ccccc2c1=O	i	·	·	i	i	·	i	i	i	·	·
Cc1ccc(NC(=O)COC(=O)C2CC3C=CC2C3)cc1S(=O)(=O)N1CCCCC1 (configuration not stated)	i	i	i	i	i	i	i	i	i	i	i
N#Cc1ccc(NC(=O)Cn2cnc(S(=O)(=O)N3CCCC3)c2)cc1	i	i	i	i	i	i	i	i	i	i	i
